# Source: PubChem BioAssay
# SENP1 FRET inh = inhibitors of human SENP1 SUMO protease catalytic domain; Q9P0U3; inhibition, % at 10 µM; recombinant SENP1 catalytic domain, CyPet-SUMO1-YPet FRET cleavage; 0.21% of 360,000 active;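 active = inhibition at least 30% at 10 µM, raw YFP signal under a set limit, fluorescence ratio 0.5 to 1.5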;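 note: 0% = enzyme with DMSO and 100% = no enzyme wells; some results filed as inactive read as strong as hits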
# Target sequence (Q9P0U3 419-644 limits assumed): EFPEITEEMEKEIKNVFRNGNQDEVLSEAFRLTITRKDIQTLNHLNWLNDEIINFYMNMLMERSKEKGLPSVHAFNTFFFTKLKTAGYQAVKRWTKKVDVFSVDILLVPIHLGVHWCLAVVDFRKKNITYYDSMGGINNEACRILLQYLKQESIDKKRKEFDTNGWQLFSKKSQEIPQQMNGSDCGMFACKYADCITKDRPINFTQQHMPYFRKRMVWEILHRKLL
#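 Assay system: hSENP1 catalytic domain, recombinant. Amount: SENP1 enzyme, 20 pM final. Schedule: 50 min reaction, RT, dark. Technique: FRET, CFP and YFP emission. Control set: no-enzyme wells low, DMSO-plus-enzyme wells high control.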
# PfG6PD inh = PfG6PD (Plasmodium falciparum) enzyme inhibition. PfGluPho enzyme, NADPH resazurin-diaphorase fluorescence. inhibition, % at 20 µM. 0.78% of 350,000 active. AID 504690;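 active = inhibition reaching at least a set limit at 20 µM in the primary screen, cut at about 59% in these data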;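 note: 0% = DMSO wells with substrate and 100% = DMSO wells lacking glucose-6-phosphate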
# SENP8 block-1 = inhibitors of human SENP8 protease; inhibition, % at 20 µM; 0.64% of 360,000 active; Q96LD8; recombinant SENP8, Nedd8 substrate fluorescence; AID 602440; in the data active = inhibition mostly above about 40%, no sharp cut-off; inactive = mostly below about 27%
# Target sequence (Q96LD8 whole entry, looked up): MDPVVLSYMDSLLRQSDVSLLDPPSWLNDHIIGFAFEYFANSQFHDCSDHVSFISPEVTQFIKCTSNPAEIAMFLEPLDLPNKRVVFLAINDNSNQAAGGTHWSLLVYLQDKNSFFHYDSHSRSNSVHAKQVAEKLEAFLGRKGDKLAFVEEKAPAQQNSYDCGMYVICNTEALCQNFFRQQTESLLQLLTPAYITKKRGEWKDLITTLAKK
# SENP6 block = inhibitors of human SENP6 protease; Recombinant SENP6 catalytic domain, aminoluciferin luminescence; inhibition, % at 10 µM; 1.8% of 330,000 active; AID 2599;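 active = inhibition above about 50% at the single tested dose, limit read from the data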;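 note: plate controls were DMSO wells with enzyme for no effect and DMSO wells lacking enzyme for full effect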
# HKDC1 inh = inhibitors of human hexokinase HKDC1 | inhibition, % at 20 µM | recombinant HKDC1, G6PDH/diaphorase resazurin coupled fluorescence | 0.16% of 340,000 active | Q2TB90;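 active = inhibition above about 35% when tested at 20 µM, limit read from the data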;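 note: plate controls were DMSO wells with enzyme for no effect and DMSO wells lacking enzyme for full effect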
#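 Assay system: in-house recombinant HK5 (HKDC1) enzyme. Input: HKDC1 at 5 µg/mL. Medium: Tris pH 8.0 buffer with MgCl2, Tween-20, BSA, BME. Dosing: single 20 µM dose. Schedule: 90 min reaction incubation at room temperature, dark. Signal: resazurin-to-resorufin fluorescence via G6PDH and diaphorase coupling, 525/613 nm. Controls: DMSO-enzyme wells negative, buffer-substituted wells positive.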
# Apaf1 inhib = human Apaf-1 inhibition; 0.71% of 330,000 active; O14727; AID 489030; inhibition, % at 20 µM; reconstituted apoptosome caspase-3 activity, DEVD-Rh110 fluorescence; active = inhibition of at least 40% at 20 µM;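 note: plate controls were DMSO wells for no effect and DEVD-CHO caspase inhibitor wells for full effect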
#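 Medium: Hepes buffer, pH 7.5 / System: biochemical Apaf-1 apoptosome reconstitution / Measured by: Rh110 fluorescence, excitation 480 nm, emission 540 nm / Times: compound with Apaf-1, dATP, procaspase-3 30 min, then 50 min reaction, room temperature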
# SENP8 block-2 = inhibitors of human SENP8 protease. 1.2% of 330,000 active. AID 2540. inhibition, % at 10 µM. purified SENP8, Z-RLRGG-aminoluciferin cleavage, luminescence. Q96LD8; in the data active = inhibition above about 50%
# SENP7 block = SENP7 protease inhibition; recombinant SENP7, Z-RLRGG-aminoluciferin luminescence, 40 min; 1.5% of 330,000 active; inhibition, % at 5 µM; Q9BQF6;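 active = inhibition above about 50% at the single test dose, limit read from the data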;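 note: plate controls were DMSO with enzyme for no effect and no enzyme buffer wells for full effect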
# Target sequence (Q9BQF6 706-1050 limits assumed): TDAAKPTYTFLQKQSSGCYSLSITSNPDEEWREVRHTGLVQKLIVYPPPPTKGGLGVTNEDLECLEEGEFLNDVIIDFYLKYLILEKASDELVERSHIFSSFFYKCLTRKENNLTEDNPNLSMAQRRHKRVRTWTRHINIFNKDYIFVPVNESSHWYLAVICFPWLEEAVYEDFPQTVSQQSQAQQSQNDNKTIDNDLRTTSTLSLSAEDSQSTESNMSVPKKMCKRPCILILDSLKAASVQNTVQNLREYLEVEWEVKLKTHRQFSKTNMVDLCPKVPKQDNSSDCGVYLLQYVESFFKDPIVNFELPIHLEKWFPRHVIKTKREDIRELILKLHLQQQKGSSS
# The depositor's hits bear a star; . = not tested or not shown; & = joins results of further samples. These rows are one share of the data (hit frequency here may not be typical).
SMILES,SENP1 FRET inh,PfG6PD inh,SENP8 block-1,SENP6 block,HKDC1 inh,Apaf1 inhib,SENP8 block-2,SENP7 block
Cc1cc(=O)[nH]c(SCc2nc3ccccc3c(=O)n2-c2ccccc2C)n1,2,37,13,-28,-6,-13,1,-3
C[N+](C)(C)CC1CCCc2ccccc2C1=O (stereo unspecified),8,7,12,.,-4,.,.,.
CCN1C(=O)/C(=C/c2ccc3c(c2)CCN3CCCCl)C(=O)NC1=S,-22,18,-142,.,18,.,.,.
O=C(O)C1C2CCC(O2)C1C(=O)Nc1ccc(F)c(F)c1 (stereo unspecified),2,0,0,-10,-5,-26,-13,10
O=c1c2ccccc2nc(-c2ccccc2F)n1-c1ccccc1,-2,-13,11,-10,-3,2,-6,7
Cc1nn(Cc2ccccc2)c(Cl)c1C(=O)OCC(=O)Nc1cccc2ccccc12,3,-2,6,-8,-4,9,-1,0
COC(=O)CSC1=NP(=S)(SCC(=O)OC)N2CCCC2=C1C#N (stereo unspecified),1,-4,16,4,-3,-7,-3,-6
CCOc1ccc2nc(N3CCC(C(=O)N4CCC5(CC4)OCCO5)CC3)sc2c1,1,3,7,-5,-4,3,-3,-5
CCOCCc1c(O)[nH]c(=S)[nH]c1=O,-1,21,22,3,3,-3,13,1
O=C1NC(=O)C(=Cc2ccc(N3CCN(C(=O)c4ccccc4)CC3)c([N+](=O)[O-])c2)C(=O)N1,2,10,41*,8,-3,-3,-4,-1

# Overlap with the part before: 2 entries, followed by the next part.
SMILES,SENP1 FRET inh,PfG6PD inh,SENP8 block-1,SENP6 block,HKDC1 inh,Apaf1 inhib,SENP8 block-2,SENP7 block
CCOCCc1c(O)[nH]c(=S)[nH]c1=O,-1,21,22,3,3,-3,13,1
O=C1NC(=O)C(=Cc2ccc(N3CCN(C(=O)c4ccccc4)CC3)c([N+](=O)[O-])c2)C(=O)N1,2,10,41*,8,-3,-3,-4,-1
O=C1/C(=C\c2cc3c(cc2Br)OCO3)N2CCC1CC2,3,3,21,-5,5,14,-7,-5
O=c1cccc2n1CC1CC2CN(c2ncnc3c2cnn3-c2ccccc2)C1 (stereo unspecified),0,6,4,-10,-1,4,-1,-1
Cc1csc(=N)n1Cc1ccccc1,0,-10,8,-14,-14,6,6,1
CCC(=O)c1ccc(OC)c(OC)c1,2,-7,-7,-19,1,-8,-5,12
OC(CCNCCc1c[nH]c2ccccc12)C(F)(F)Cl (stereo unspecified),2,2,22,-3,-3,2,-12,3
CN=C(SCc1ccccc1)c1c(O)n(C)c(=O)n(C)c1=O,1,-5,26,-7,1,8,1,-5
CCCSP1(=S)NCCCO1 (stereo unspecified),3,0,18,-17,-7,-7,1,-8
NC1(C(=O)O)CCCc2ccc(N(CCCl)CCCl)cc21 (stereo unspecified),-1,-9,-57,.,1,.,.,.
O=C(Nc1ccc(Cl)cc1C(=O)c1ccccc1)c1ccco1,1,-25,21,2,0,19,-5,7
CCOC(=O)CSCCOc1ccc(C=C2C(=O)NC(=O)NC2=O)cc1OC,2,10,-7,-14,-5,8,-2,-1

# 2 entries from above, with values under each structure.
# Value order – SENP1 FRET inh, PfG6PD inh, SENP8 block-1, SENP6 block, HKDC1 inh, Apaf1 inhib, SENP8 block-2, SENP7 block
- Cc1nn(Cc2ccccc2)c(Cl)c1C(=O)OCC(=O)Nc1cccc2ccccc12
→ 3, -2, 6, -8, -4, 9, -1, 0
- CCOC(=O)CSCCOc1ccc(C=C2C(=O)NC(=O)NC2=O)cc1OC
→ 2, 10, -7, -14, -5, 8, -2, -1

# Later entries.
SMILES,SENP1 FRET inh,PfG6PD inh,SENP8 block-1,SENP6 block,HKDC1 inh,Apaf1 inhib,SENP8 block-2,SENP7 block
O=C(O)COc1ccccc1/C=C1\C(=O)NC(=O)N(CCC2=CCCCC2)C1=O,1,4,-11,-4,3,-1,-2,3
CC/C(=N\NC(=O)Nc1ccccc1)c1c(O)n(Cc2ccccc2)c(=O)[nH]c1=O,3,-8,30,-13,-1,-19,-4,5
CC(=NCCN1CCCCC1)c1c(O)n(-c2ccccc2)c(=O)[nH]c1=O,-3,2,20,-9,-3,-14,1,2
CCC(=O)OC1CCC2C3CCC4CC(=O)C=CC4(C)C3CCC12C (stereo unspecified),2,8,9,.,14,.,.,.
Cc1nn(Cc2ccccc2)c(Cl)c1C(=O)Nc1ccc(OC(F)(F)F)cc1,1,5,8,-15,6,-1,3,7
COc1ccc(CCNCc2ccc(C)s2)cc1OC,1,1,4,-12,-7,2,-12,-1
COC12CCC3(CC1C(C)(O)C(C)(C)C)[C@H]1Cc4ccc(OC5OC(C(=O)O)[C@@H](O)C(O)[C@H]5O)c5c4[C@@]3(CCN1CC1CC1)C2O5 (stereo partly specified),1,-12,6,-4,-2,-1,-19,-3
c1ccc(-c2ccncc2)cc1,1,11,27,-13,-6,-8,8,-5
O=C(COC(=O)Cc1ccccc1)NC(=O)NC1CCCCC1,2,-5,3,-11,-3,10,-4,0
CC(C)(C)c1ccc(CN2C(=O)CN=C(c3ccccc3)c3ccccc32)cc1,-1,4,13,-20,2,33,-10,-7
COc1ccc(C(=O)C2CN(C)CC2c2ccc(Cl)cc2)cc1 (stereo unspecified),-1,-6,9,-5,7,3,-8,11
N=Cc1c(O)n(-c2ccccc2)c(=O)n(-c2ccccc2)c1=O,0,-1,13,-20,-3,9,10,7
CN1CCN(C(=O)Cc2nc3ccccc3[nH]2)CC1,-112,-5,-72,-2,-6,-5,8,-3
CC1=C(C)CC2(C(=O)NC(=O)NC2=O)C(C)C1 (stereo unspecified),-1,12,15,.,0,.,.,.
N#CCP(=S)(c1ccccc1)c1ccccc1,3,12,13,1,-6,12,0,-1
C[N+]1([O-])[C@@H]2CC(OC(=O)[C@H](CO)c3ccccc3)C[C@H]1[C@@H]1O[C@@H]12 (stereo partly specified),-1,-4,-2,-14,2,-14,10,-6
Clc1ccc(C(Cl)(Cl)Cl)c(Cl)c1,-3,2,-1,0,1,-2,13,-3
c1ccc2nc(N3CCNCC3)ccc2c1,-2&2,15&4,-252,-8,-3&1,11,-8,-12
Cc1ccc(N2C(=O)NC(=O)/C(=C\c3cnc(-c4ccccc4)nc3)C2=O)cc1,0,-6,-7,7,-8,-2,-1,-2
COc1ccc(C2=NCc3nnc(C)n3-c3ccc(Cl)cc32)cc1Cl,2,-5,26,1,-6,3,-10,0
O=C(NC12CC3CC(CC(C3)C1)C2)OC1CN2CCC1CC2 (stereo unspecified),0,13,24,-29,-5,-8,-4,-9
C[C@@H]1C[C@H]2OC(=O)C3(CO3)[C@H]2[C@H](O)[C@]2(C)C(=O)C3OC3[C@@H]12 (stereo partly specified),.,.,.,-20,.,6,-11,4
CN1CCN(c2nc3ccccn3c(=O)c2C=C2C(=O)N(C)C(=O)N(C)C2=O)CC1,-85,-9,-27,-15,-5,-7,-12,-7
CN(C)C1(CNC(=O)Nc2ccc(Cl)c(Cl)c2)CCCCC1,0,9,16,-7,1,3,-5,0
CCc1ccc(N2C(=O)NC(=O)C(Cc3ccc(OC)cc3OC)C2=O)cc1 (stereo unspecified),-14,-7,26,-11,9,20,-6,-3
CCOC(=O)Cn1cc(C(=O)c2ccccc2)c2ccccc21,2,-15,9,17,5,-3,1,3
CCCCn1c(N)c(N(CCOC)C(=O)CN2CC=C(c3ccccc3)CC2)c(=O)[nH]c1=O,-22,-8,-28,-10,-3,-4,2,1
CN1CCCC1c1ccc(=O)[nH]c1 (stereo unspecified),-1,5,-2,.,-7,.,.,.
Cc1cc(/C=C2\C(=O)NC(=O)N(c3ccc(Br)cc3)C2=O)c(C)n1-c1cc(C(=O)O)cc(C(=O)O)c1,-37,8,-2,17,15,3,5,-5
CC1=CC(=C2C(=O)NC(=S)NC2=O)C=C(C(F)(F)F)N1C,-18,-14,-17,-17,4,-4,3,1
CCc1ccc(CN2CCN(Cc3cc(Br)ccc3O)CC2)cc1,1,18,-5,-14,3,17,4,-1
CC(=O)C1(O)CCC2C3CCC4=C(Cl)C(=O)CCC4(C)C3CCC21C (stereo unspecified),1,-14,4,.,-1,.,.,.
CN(C(=O)Cc1ccc2c(c1)OCO2)C1CCCN(Cc2ccccc2F)C1 (stereo unspecified),4,-14,20,.,-4,.,.,.
C[N+]1(C)[C@@H]2CC(OC(=O)[C@H](CO)c3ccccc3)C[C@H]1[C@@H]1O[C@@H]12 (stereo partly specified),0&0,-7&-3,-4&4,1&0,-10&-4,-2&-7,8&1,7&6
CCOCCCNC(=O)C1c2cc(OC)c(OC)cc2C(=O)N2CCCCC12 (stereo unspecified),1,7,8,7,-11,-13,3,-5
CCCC(C)n1[nH]c(=O)c2c1NC(=O)CSC2c1ccc(OC)c(OC)c1 (stereo unspecified),0,3,8,7,-11,2,5,-1
CN[C@H]1C[C@H]2O[C@@](C)([C@H]1OC)n1c3ccccc3c3c4c(c5c6ccccc6n2c5c31)C(=O)NC4,.,.,.,-8,.,51*,-7,-2
CC(=O)OC1N=C(c2ccccc2Cl)c2cc(Br)ccc2NC1=O (stereo unspecified),-1,20,9,-13,-5,13,-10,-6
O=c1[nH]c(=O)n(C2CCCCC2)c(O)c1C1NCCc2ccccc21 (stereo unspecified),-1,-8,-1,-15,-6,6,-3,-9
CC(C)(C)C(=O)Cn1c(NCCCl)nc2ccccc21,2,9,4,-11,-2,1,-5,-10
Cc1ccc(-c2nc(N3CCOCC3)s[n+]2-c2ccccc2)cc1,2,60*,25,.,-14,.,.,.
COc1ccc2[nH]c3c(c2c1)CCNC3C (stereo unspecified),0,-10,6,-5,5,-20,7,2
COc1ccc2c(c1)c(C(=O)O)c(C)n2C(C)C,5,-3,6,9,-5,-6,-8,-1
CN(N)N=Nc1nc2c([nH]1)c(=O)n(C)c(=O)n2C,-3,19,-76,-1,-2,-4,0,1
C/C(=N\Nc1ccccc1)c1c(O)n(-c2ccccc2)c(=O)[nH]c1=O,-1,4,19,-3,2,0,6,-5
C[C@H](NC(=O)N1C[C@H]2C[C@@H](C1)c1cccc(=O)n1C2)C(=O)Nc1ccc(F)c(F)c1,0,-2,12,-3,4,-3,-2,5
Cc1ccc(C2CC3CCC(C2)N3Cc2ccccc2F)cc1 (stereo unspecified),4,-12,10,-8,-3,-7,-3,6
Cc1nc2ccccc2c(=O)n1-c1ccccn1,2,-17,8,-14,-2,-2,-5,3
CCn1cc(C(=O)N2CCCCC2)c2ccccc21,1,-19,4,-9,2,3,-2,0
CC1=NN(c2ccccc2)C(=O)C1/C=C1/C(=O)NC(=O)N(c2cc(C)cc(C)c2)C1=O (stereo unspecified),-5,-15,28,-18,1,-1,-6,0

# Further results.
SMILES,SENP1 FRET inh,PfG6PD inh,SENP8 block-1,SENP6 block,HKDC1 inh,Apaf1 inhib,SENP8 block-2,SENP7 block
CC1CCC(C)(NS(=O)(=O)OCC(Cl)(Cl)Cl)CC1 (stereo unspecified),1,3,12,-6,38*,4,2,-5
CCC(=NCCCn1ccnc1)c1c(O)n(-c2ccccc2)c(=O)[nH]c1=O,0,11,2,9,-5,-19,6,3
O=C(C(Cc1ccccc1)NS(=O)(=O)c1cccc2nsnc12)N1CCC2(CC1)OCCO2 (stereo unspecified),10,9,8,-11,-4,-1,2,7
O=c1c2ccccc2nc(/C=C/c2ccc(F)cc2)n1-c1ccccn1,.,1,.,8,-3,-6,11,2
CCN(CC)CC(O)c1ccc(C2CCCC2)cc1 (stereo unspecified),-3,-9,12,-30,-6,0,-5,2
COc1ccc2c3c1OC1C(O)C=CC4[C@@H](C2)N(C)CC[C@]314 (stereo partly specified),2,-4,4,7,1,-4,-5,5
